Screening results from PubChem BioAssay.
NCI-60 one-dose screen, 48 h, at 10 µM unless noted. Numbers give growth in % (100 = growth as untreated, 0 = no growth, -100 = all killed).
SF-539: SF-539 CNS cancer; 81,000 tested, 6.8% active
U251: U251 CNS tumor cells; 80,000 tested, 5.4% active; AID 1794753
A498: A498 renal cancer cells. 76,000 tested, 5.4% active. AID 1794774
SF-295: SF-295 CNS cancer cells; 79,000 tested, 5.6% active
SF-268: SF-268 CNS cancer cells. 82,000 tested, 3.1% active. AID 1794759
NCI-H23: NCI-H23 lung cancer | 80,000 tested, 4% active | AID 1794731
SNB-19: SNB-19 CNS cancer cells. 81,000 tested, 2.5% active. AID 1794751
SNB-75: SNB-75 CNS cancer | 79,000 tested, 5% active | AID 1794750
CAKI-1: CAKI-1 renal cancer. 75,000 tested, 4.7% active
* hit, by the source's call; & = joins results of further samples; ! = repeats disagree. Rule for the calls: active = growth percent below 10; inactive = the rest. An excerpt; the hit share may differ from the screen's.

For CC(=O)Nc1ccc(C(=O)O)cc1 (tested in a mixture with another compound) the results were SF-539 102&100, U251 97&97, A498 90&113, SF-295 101&125, SF-268 98&110, NCI-H23 97&101, SNB-19 103&90, SNB-75 101&125 and CAKI-1 93&108.
Screening CCCCCCCCCCCCCCCC[N+](C)(C)Cc1ccccc1 returned SF-539 -99*, U251 -95*, A498 38&36, SF-295 -29*!, SF-268 -75*, NCI-H23 -49*, SNB-19 -40*, SNB-75 -70* and CAKI-1 51&84.
`CC1(C)C2CCC1(CS(=O)(=O)O)C(=O)C2` (stereo not drawn) gave SF-539 112&91, U251 101&91, A498 97&84, SF-295 100&101, SF-268 105&107, NCI-H23 105&108, SNB-19 109&101, SNB-75 83&95 and CAKI-1 85&97.
For [Na+] the results were SF-539 101, U251 104, A498 113, SF-295 106, SF-268 118, NCI-H23 117, SNB-19 108, SNB-75 113 and CAKI-1 105.

Looked up by structure from the list above (2):
`CC1(C)C2CCC1(CS(=O)(=O)O)C(=O)C2` (stereo not drawn) gave SF-539 112&91, U251 101&91, A498 97&84, SF-295 100&101, SF-268 105&107, NCI-H23 105&108, SNB-19 109&101, SNB-75 83&95 and CAKI-1 85&97.
For [Na+] the results were SF-539 101, U251 104, A498 113, SF-295 106, SF-268 118, NCI-H23 117, SNB-19 108, SNB-75 113 and CAKI-1 105.
